# Screening results (PubChem BioAssay)
# Lipid storage S3: qHTS Assay for Lipid Storage Modulators in Drosophila S3 Cells; Drosophila S3 cells, BODIPY lipid droplet fluorescence, 18-24 h; cells fed with added oleic acid; Potency in µM for hits, for the others lipid storage change, negative = inhibition, % at the top dose, mostly 46.1 µM; 320,000 tested, 0.64% active; active means well fitted inhibition curve with a large enough effect in the signal ratio, with a control signal flat, not every such curve was filed as active; inconclusive means small, poorly fitted or top-dose-only effect, or effect the other way, or a change in a side signal; the % refers to the signal ratio
#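 Drosophila S3 cells loaded with oleic acid (400 uM, as added) and compounds at several concentrations; lipid droplets imaged by 488-nm laser-scanning cytometry, 500–530 nm intensity and object ratio to cell channel. Percent activity normalized to 20 uM Triacsin C.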
# Lipid storage S3 cell count max: also measured in Lipid storage S3; calls as there; cell number change, %; measured here: cell count max response;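 cells counted by Cell Tracker Red CMTPX staining in the red channel; peak over a dose series mostly up to 46.1 µM; percent activity relative to internal control wells on each plate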
# Numbers without * were called inactive; i = inactive; u = inconclusive; x = not tested or not shown. On the % scale 0 is the no-effect control and ±100 the full control effect; potency means the concentration at half of the fitted maximal effect. Some of the compounds tested; rates above refer to the full screens.
structure	Lipid storage S3	Lipid storage S3 cell count max
CCC(c1nnnn1CCc1ccccc1)N1CCN(c2ccc(OC)cc2)CC1 (stereo not drawn)	u	x
CCS(=O)(=O)n1nc(-c2ccccc2)nc1NCc1ccco1	12.9%	8.6
Cc1ccccc1NC(C)C(=O)N/N=C/c1ccccc1OCc1cccc(Br)c1 (stereo not drawn)	-23.1%	-6.4
COc1cc(/C=N/NS(=O)(=O)c2ccc(C(C)(C)C)cc2)cc([N+](=O)[O-])c1O	7.6%	-0.2
CCOCCCNC(=S)N1CCC(C(=O)c2ccc(C)cc2)CC1	-3.9%	17.6
CCOC(=O)c1c(NC2=NS(=O)(=O)c3ccccc32)sc2c1CCC(C)C2 (stereo not drawn)	u	x
CC(C)CSC1=NSC2=NC(=O)/C(=C\c3cccs3)C(=N)N12	14.1%	x
Cc1ccc(C(=O)N2CCC3(CC2)Oc2ccc(Cl)cc2C(=O)C32CC(c3ccc(Cl)cc3)=NO2)s1 (stereo not drawn)	23.6%	5.7
Cc1ccc(O)c(NC(=O)C2CCCCC2)c1	0.9%	16.7
O=C(Oc1c(Br)cc([N+](=O)[O-])cc1Br)c1cccnc1	u	x
O=C1CC(c2ccco2)CC(O)=C1C=Nc1cc(Cl)cc(Cl)c1 (stereo not drawn)	25.9µM*	13.6*
COc1ccc(-c2nnc(SCc3c(C)noc3C)n2N)cc1OC	-9.3%	9.8
Cc1nn(-c2cc(N3CCCCCC3)ccc2[N+](=O)[O-])c(=O)c2ccccc12	-8.6%	-5.1
COc1ccc(NC(=O)CN2CCN(C(=O)N3CCOCC3)CC2)cc1	u	x
O=C(NCc1ccc2c(c1)OCO2)c1ccco1	u	x
CC(NCCC1(C(C)C)CCOC(C)(C)C1)c1cccs1 (stereo not drawn)	-10.6%	-2.9
Nc1ccccc1-c1nnn(CC(=O)N2CCCc3ccccc32)n1	5.4%	9.5
O=C1CN(C(=O)COC(=O)c2cccc(OCc3ccccc3)c2)c2ccccc2N1	7.7%	-12.4
COC(=O)c1cn[nH]c1N	15.8%	10.3
O=C(NCCCN1CCCC1=O)c1ccc(S(=O)(=O)Nc2ccccc2)cc1	u	x
COC(=O)c1ccc(NC(=O)c2cccc(OC)c2)cc1	u	x
O=C(NNS(=O)(=O)c1ccc(F)cc1)c1ccc([N+](=O)[O-])cc1	4.9%	17.4
COc1ccc(OCC(=O)N2CCN(C(=O)c3ccccc3)CC2)cc1	i	25.2
COc1ccc(Br)cc1S(=O)(=O)Nc1ncccc1C	15.7%	0.6
O=C(Nc1ccc(F)c(F)c1)C1CCN(S(=O)(=O)c2cccs2)CC1	u	x
CC1CCCN(C(=O)CSc2n[nH]c(-c3cccs3)n2)C1 (stereo not drawn)	u	x
O=C1N/C(=N\N=C\c2cccs2)SC1Cc1cccc(Cl)c1 (stereo not drawn)	u	x
CCCCN(C(=O)C(C)N1C(=O)c2ccccc2C1=O)c1c(N)n(CCCC)c(=O)[nH]c1=O (stereo not drawn)	u	x
O=C(COC(=O)CCNS(=O)(=O)c1cccc(C(F)(F)F)c1)NC(=O)NC1CCCCC1	i	8.6
Cc1nc2cc(C(=O)N3CCc4ccccc43)ccc2n1-c1ccc(F)c(F)c1	u	x
O=[N+]([O-])c1cnn(-c2nc(-c3ccco3)cc(C(F)(F)F)n2)c1	-3.1%	1.5
COc1ccc(N2CCN(S(=O)(=O)c3c(C)n(C)c(=O)n(C)c3=O)CC2)cc1	u	x
CCOC(=O)c1c(NC(=O)C2CC(Cl)=CCC2C(=O)O)sc2c1CC(C)(C)OC2 (stereo not drawn)	i	x
CC(C)(CSc1ccccn1)NS(=O)(=O)c1ccccc1	-0.7%	1.7
CN(C)CCCn1c2c(c(SCC(=O)Nc3cccc4ccccc34)nc1=O)CCCC2	17.2%	6.0
Cc1ccc(NC(=O)CC2(CC(=O)O)CCCC2)cc1	-1.9%	-18.4
O=C(c1ccccc1-c1ncc[nH]1)N1CCc2c([nH]c3ccccc23)C1c1ccccn1 (stereo not drawn)	0.0%	4.1
COc1cc2c(cc1NC(=O)COC(=O)c1ccccc1)oc1ccccc12	u	x
Cc1ccc(NS(=O)(=O)c2cccc(C(=O)Nc3cc(C)on3)c2)cc1	-2.8%	5.2
COC(=O)c1ccccc1NC(=O)C(C)n1nc(C)c2c(C)n(-c3ccccc3)nc2c1=O (stereo not drawn)	i	-13.0
CC1CCCC(NC(=O)C2CCN(S(=O)(=O)c3cccc4nonc34)CC2)C1C (stereo not drawn)	i	2.4
O=C(NCC1CCCO1)c1nn2c(c1Cl)NC(c1ccc(F)cc1)CC2C(F)(F)F (stereo not drawn)	8.8%	2.3
O=c1c2c([N+](=O)[O-])cc([N+](=O)[O-])cc2sn1-c1ccc(Br)cc1	u	x
S=c1[nH]nc(Cn2c(-c3ccccn3)nc3ccccc32)n1-c1ccc2c(c1)OCCO2	9.9%	-13.8
Cc1cc(C)c2ccc(N)nc2c1O	u	x
CC(C)Oc1ccc2ccccc2c1C=O	u	x
CCn1c(CNc2ccc(C(=O)O)cc2)nc2ccccc21	u	x
Cc1nn(-c2ccccc2)c2c1C1(C(=O)N(C(C)C)c3ccccc31)C(C#N)=C(N)O2 (stereo not drawn)	u	x
Cc1c(C(c2ccc(F)cc2)c2c(C)n(C)n(-c3ccccc3)c2=O)c(=O)n(-c2ccccc2)n1C	u	x
Cc1ccccc1C(=O)Oc1ccccc1N1C(=O)C2CC=CCC2C1=O (stereo not drawn)	u	x

# Next results:
structure	Lipid storage S3	Lipid storage S3 cell count max
O=C(CN1C(=O)C2C3C=CC(C4CC34)C2C1=O)OCC(=O)c1ccccc1 (stereo not drawn)	u	x
COCCN(CC(=O)Nc1cccc(C)c1C)C(=O)c1oc2c(Cl)cccc2c1C	1.9%	1.8
O=C(CN1C(=O)NC2(CCCCC2)C1=O)Nc1nc2c(F)cc(F)cc2s1	u	x
CC(C)OC(=O)c1c2c(n3ccccc13)C(=O)c1ccccc1C2=O	u	x
NC(=O)c1c(NC(=O)CSc2nnc(-c3ccco3)n2-c2ccccc2)sc2c1CCC2	u	x
CC(=O)Nc1ccccc1C(=O)N1CCN(Cc2ccc3c(c2)OCO3)CC1	4.2%	-1.5
COC(=O)/C=c1/s/c(=C(\C#N)C(=O)NCc2ccco2)n(-c2ccccc2)c1=O	11.6%	-13.1
CCOC(=O)N1CCN(c2c(N3CCN(c4ccccc4F)CC3)c(=O)c2=O)CC1	u	x
COc1ccccc1C(=O)NCCNc1ccc([N+](=O)[O-])cc1Cl	u	x
CCOc1cc(NC(=S)NCCCN2CCOCC2)c(OCC)cc1NC(=O)c1ccco1	u	x
C=C(C)C(=O)Nc1cccc(C2=NOC3(C2)C[C@H](C(N)=O)N(C(=O)/C=C/C)C3)c1 (stereo partly drawn)	8.4%	13.6
Cc1ccsc1-c1cc(C(=O)O)c2c(ccc3ccccc32)n1	u	x
COc1ccc(CCNC(=O)CCNS(=O)(=O)c2cc(Br)cnc2N)cc1OC	29.9%	-9.1
CN(C(=O)COC(=O)c1ccc(Cl)s1)C1(C#N)CCCCC1	u	x
COc1cc(O)c(C(CC(=O)N2CCCCC2)c2ccc(N(C)C)cc2)c(OC)c1 (stereo not drawn)	u	x
CC(C)NC(=O)NC(=O)COC(=O)c1ccccc1O	u	x
CCOc1cccc(N2C(=O)CC(N3CCN(c4nc5ccccc5s4)CC3)C2=O)c1 (stereo not drawn)	i	9.7
Cc1ccc2oc(=O)cc(CN3CCCCC3)c2c1	6.7%	10.7
Cc1nn(CC(=O)N2CC(=O)Nc3ccccc32)c(C)c1[N+](=O)[O-]	u	x
O=C(c1cc([N+](=O)[O-])ccc1N1CCCCC1)N1CCc2ccccc21	22.7%	0.6
Cc1ccc(N(CC(=O)NC2CCCCC2)C(=O)CNC(=O)c2ccco2)cc1C	u	x
COc1ccc(C(=O)NC2CC2)cc1OC1CCN(C(C)CSC)CC1 (stereo not drawn)	u	x
O=C(/C=C/c1ccc(Cl)c(Cl)c1)NCCCn1ccnc1	u	x
Cc1ccc2nc(Cl)nc(-c3ccccc3)c2c1	u	x
COc1cccc(NC(=O)N2C3CCCC2CC(NC(=O)C(C)(C)C)C3)c1 (stereo not drawn)	i	x
COc1ccc(CNC(=O)COC(=O)c2ccc(Br)cc2)cc1	u	x
CCS(=O)(=O)N1Cc2ccccc2CC1C(=O)Nc1ccc(F)c(F)c1 (stereo not drawn)	i	19.0
Cc1nc2ccc([N+](=O)[O-])cc2c(=O)n1Cc1ccccc1Br	u	x
O=C(CCN1C(=O)c2ccccc2C1=O)Nc1cccc(S(=O)(=O)N2CCCCC2)c1	u	x
CCOc1cccc(=O)c2c(C)oc(C)c12	i	x
COc1ccc(NS(=O)(=O)c2ccc(N3CCCC3)c(NC(=S)Nc3ccc(SC(F)F)cc3)c2)cc1	-2.2%	11.7
COc1ccc(C(C)=O)cc1COc1ccc([N+](=O)[O-])c(C)c1	u	x
COC(=O)c1cc(S(=O)(=O)Nc2cc(OC)cc(OC)c2)c[nH]1	30.0%	-10.4
COc1ccccc1NC(=O)Cn1nnc(C(=O)NCc2cccs2)c1N	i	6.9
Cc1ccc(C)c(OCC(=O)Nc2nc3ccc([N+](=O)[O-])cc3s2)c1	10.3%	-6.6
Cc1noc(C)c1C(=O)N1CCc2ccccc21	u	x
CCCCCCNS(=O)(=O)c1ccccc1Br	-6.1%	-21.2
CCCCC1(Cc2ccc(OC)c([N+](=O)[O-])c2)C(=O)N(c2ccccc2)N(c2ccccc2)C1=O	u	x
O=C(Cc1cccs1)N1CCN(S(=O)(=O)c2ccc(Br)cc2)CC1	u	x
COc1nccnc1NS(=O)(=O)c1ccc(NC(=O)c2cccc(C)c2)cc1	u	x

# Single records, as listed above:
# CCCCC1(Cc2ccc(OC)c([N+](=O)[O-])c2)C(=O)N(c2ccccc2)N(c2ccccc2)C1=O is entered as Lipid storage S3 = u; Lipid storage S3 cell count max = x
# CCCCCCNS(=O)(=O)c1ccccc1Br is entered as Lipid storage S3 = -6.1%; Lipid storage S3 cell count max = -21.2

# The results go on:
structure	Lipid storage S3	Lipid storage S3 cell count max
O=C(NC(=O)N1CCN(c2ccccc2F)CC1)c1ccccc1	u	x
CCC1(c2ccccc2)NC(=O)N(CC(=O)Nc2ccc(N3CCCC3)cc2C)C1=O (stereo not drawn)	u	x
O=C(N/N=C/c1ccc(O)c(O)c1)NC12CC3CC(CC(C3)C1)C2	u	x
COc1cccc(NC(=O)[C@H](CC(C)C)NC(=O)[C@@H]2Cc3ccccc3CN2)c1	u	x
COc1ccccc1O	u	x
CC1(C(=O)NCCCN2CCOCC2)Oc2cccnc2NC1=O (stereo not drawn)	4.0%	-0.5
CC(C)(C)P(=O)(CO)c1ccccc1 (stereo not drawn)	-13.3%	-11.6
COc1ccc(OCC(O)CNC(=O)c2ccccc2C(=O)O)cc1 (stereo not drawn)	15.8%	14.7
CN(C)c1nc(N)nc(CSc2nnnn2-c2ccc(F)cc2)n1	u	x
COc1ccc(N2C(=O)NC(NS(=O)(=O)c3ccc(NC(C)=O)cc3)(C(F)(F)F)C2=O)cc1 (stereo not drawn)	u	x
Cn1c(CNC(=O)c2ccco2)nnc1SCC(=O)N1c2ccccc2Sc2ccccc21	u	x
O=C(CNC(=O)COc1ccccc1)NCc1ccccc1F	-0.8%	0.2
Cc1ccccc1-c1ccc(C(=O)Nc2cccc(F)c2)o1	u	x
Cc1ccc(N(CC(=O)NCc2ccccc2)C(=O)CCC(=O)Nc2ccccn2)cc1	u	x
CC(=O)N1CCc2cc(S(=O)(=O)NCCN3CCC(C)CC3)ccc21	u	x
COc1cc2[nH]c(=S)nc(NCc3cccnc3)c2cc1OC	i	-4.2
CC(=O)N/C(=C\c1ccc(Cl)cc1)C(=O)O	-0.3%	14.8
CCN1C(=O)C(CC(=O)Nc2ccc(OC)cc2)N(CCN2CCOCC2)C1=S (stereo not drawn)	2.3%	12.9
CCOc1cc(C(=O)CCC(=O)OCC(=O)Nc2ccc(C)c(S(=O)(=O)N(C)C)c2)ccc1O	u	x
CCOC(=O)CCSc1nnc(-c2cccnc2)n1-c1ccccc1OC	u	x
COCCn1nnnc1CN(CCc1ccccc1)Cc1cc2ccc(C)cc2[nH]c1=O	u	x
CCCc1ccc(S(=O)(=O)N/N=C(/C)c2ccc3c(c2)OCO3)cc1	u	x
C=CCn1c(SC)nnc1-c1ccc2ncccc2c1	6.2%	5.8
COC(=O)c1cc(COC(=O)c2nc3nccc(C)n3n2)oc1C	u	x
Cc1cccc(N(C(=O)c2csnn2)C(C(=O)NC(C)(C)C)c2cccs2)c1 (stereo not drawn)	-11.0%	-13.6

# 2 entries from above in another layout:
COCCn1nnnc1CN(CCc1ccccc1)Cc1cc2ccc(C)cc2[nH]c1=O
  Lipid storage S3: u
  Lipid storage S3 cell count max: x
CCCc1ccc(S(=O)(=O)N/N=C(/C)c2ccc3c(c2)OCO3)cc1
  Lipid storage S3: u
  Lipid storage S3 cell count max: x
